Screening results as filed in PubChem BioAssay.
RGS7-Gao – RGS7-Galphao binding modulators, primary screen, biochemical, multiplexed bead flow cytometry; AID 1439, 2008; hit rate 0.35% among 220,000; actives lie on both sides; binding response (% of control), % at 10 µM; in the data active = binding response below about 49% or above about 150%; inconclusive = no clear call, values can overlap the other calls; inactive = in between;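 also: fluorescent Galphao held in activated GDP-AlF4 state binding bead-coupled RGS7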
RGS8-Gao reg – RGS8-Galphao binding modulators, primary screen, biochemical, multiplexed bead flow cytometry; hit rate 0.34% among 220,000; response (percent of control binding), % at 10 µM; AID 1423, 2008; actives lie on both sides; in the data active = response below about 60% or above about 140%; inactive = in between;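 also: Galphao activated as the GDP aluminium fluoride complex binding bead-coupled RGS8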
Bim-Bfl-1 – inhibitors of Bim binding to Bfl-1, primary screen, biochemical, multiplexed, bead-based flow cytometry. Bcl-2-related protein A1 (Homo sapiens), Q16548. Bim-Bfl-1 binding inhibition. inhibition, % at 10 µM. hit rate 0.12% among 190,000;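 also: 0% = wells without compound plus tracer and 100% = blocker peptide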
ABCB1 inh – ABCB1 efflux pump inhibitors, primary screen, cell-based, multiplex, flow cytometry, ABCG2 counter-screen. AID 1326, 2008. hit rate 0.067% among 190,000. CCRF-Adr cells, JC-1 efflux. inhibition, % at 6.6 µM; in the data active = inhibition above about 40%;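 also: 0% = vehicle and 100% = reference inhibitor; higher value means more JC-1 retained so stronger ABCB1 efflux block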
Bcl-XL Bim block – inhibitors of Bim-Bcl-XL binding, primary screen, biochemical, multiplexed, bead flow cytometry, human Bcl-XL; Bcl-2-like protein 1 (Homo sapiens), Q07817; Bim peptide-Bcl-XL binding, fluorescence; inhibition, % at 10 µM; hit rate 0.04% among 190,000; AID 1007, 2008
Bcl-W Bim block – inhibitors of Bim binding to Bcl-W, primary screen, biochemical, multiplexed, bead-based flow cytometry. Bcl-2-like protein 2 (Homo sapiens), Q92843. hit rate 0.02% among 190,000. Bim peptide-Bcl-W binding. inhibition, % at 10 µM;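 also: 0% = bound tracer without compound and 100% = peptide blocker; higher means less fluorescent Bim peptide bound to Bcl-W beads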
Target sequence (Q92843 whole entry, looked up): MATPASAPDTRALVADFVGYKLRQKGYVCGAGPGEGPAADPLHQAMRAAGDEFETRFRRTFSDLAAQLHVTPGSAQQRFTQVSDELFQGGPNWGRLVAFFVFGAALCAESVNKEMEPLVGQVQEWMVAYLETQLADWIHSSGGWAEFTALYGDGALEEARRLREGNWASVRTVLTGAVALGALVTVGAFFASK
Mcl-1 Bim block – inhibitors of Bim peptide binding to Mcl-1, primary screen, biochemical, bead-based flow cytometry, multiplex; AID 1009, 2008; hit rate 0.1% among 190,000; inhibition, % at 10 µM; Bim peptide-Mcl-1 binding; Induced myeloid leukemia cell differentiation protein Mcl-1 (Homo sapiens), Q07820;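 also: 0% = no compound tracer wells and 100% = peptide blocker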
Target sequence (Q07820 whole entry, looked up): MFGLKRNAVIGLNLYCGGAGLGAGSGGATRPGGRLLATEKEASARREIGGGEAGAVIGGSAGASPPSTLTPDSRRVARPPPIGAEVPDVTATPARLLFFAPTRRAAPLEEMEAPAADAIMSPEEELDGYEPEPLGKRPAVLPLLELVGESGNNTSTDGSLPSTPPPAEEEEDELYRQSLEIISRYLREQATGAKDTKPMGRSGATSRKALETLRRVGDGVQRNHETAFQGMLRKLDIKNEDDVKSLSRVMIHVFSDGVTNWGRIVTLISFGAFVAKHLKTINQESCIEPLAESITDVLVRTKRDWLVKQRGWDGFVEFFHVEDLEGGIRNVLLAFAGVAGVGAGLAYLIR
Bcl-B Bim block – inhibitors of Bim-Bcl-B binding, primary screen, biochemical, multiplexed, human Bcl-2 family; bead-based flow cytometry, Bim peptide-Bcl-B binding; inhibition, % at 10 µM; hit rate 0.073% among 190,000; AID 951, 2007;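 also: 0% = tracer peptide without compound and 100% = reference inhibitor peptide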
Target sequence (Q9HD36 whole entry, looked up): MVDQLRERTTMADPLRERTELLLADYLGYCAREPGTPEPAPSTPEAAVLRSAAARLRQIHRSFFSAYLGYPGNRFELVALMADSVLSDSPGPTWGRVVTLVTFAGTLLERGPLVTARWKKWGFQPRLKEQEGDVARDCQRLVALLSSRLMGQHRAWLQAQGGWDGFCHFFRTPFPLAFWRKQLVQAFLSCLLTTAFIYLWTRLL
RGS4-Gao reg – modulators of RGS4 binding to Galphao, primary screen, biochemical, multiplexed bead flow cytometry. Guanine nucleotide-binding protein G(o) subunit alpha (Homo sapiens), P09471. AID 1415, 2008. binding response (% of control), % at 10 µM. hit rate 0.33% among 220,000. actives lie on both sides; in the data active = binding response below about 49% or above about 150%; inactive = in between;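 also: fluorescent Galphao activated with aluminum fluoride binding bead-coupled RGS4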
Bcl-2 Bim block – inhibitors of Bim-Bcl-2 binding, primary screen, biochemical, multiplexed, human Bcl-2 family; Apoptosis regulator Bcl-2 (Homo sapiens), P10415; Bead-based flow cytometry, Bim peptide-Bcl-2 binding; inhibition, % at 10 µM; hit rate 0.06% among 190,000; AID 950, 2007; in the data active = inhibition above about 40%; inconclusive = no clear call, values can overlap the other calls;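 also: 0% = no compound wells with probe peptide and 100% = reference peptide inhibitor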
Target sequence (P10415 whole entry, looked up): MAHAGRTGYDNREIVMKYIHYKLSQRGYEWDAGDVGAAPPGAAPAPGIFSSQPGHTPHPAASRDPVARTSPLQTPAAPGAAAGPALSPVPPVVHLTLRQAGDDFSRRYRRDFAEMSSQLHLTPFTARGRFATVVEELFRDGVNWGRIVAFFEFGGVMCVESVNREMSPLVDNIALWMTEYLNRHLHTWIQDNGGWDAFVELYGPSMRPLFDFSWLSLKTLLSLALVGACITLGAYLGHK
ABCG2 inh – ABCG2 efflux pump inhibitors, primary screen, multiplex with ABCB1, IgMXP3 cells, flow cytometry. Broad substrate specificity ATP-binding cassette transporter ABCG2 (Homo sapiens), Q9UNQ0. JC-1 efflux. inhibition, % at 6.6 µM. hit rate 0.1% among 190,000. AID 1325, 2008;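 active = inhibition above 80%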;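 also: 0% = DMSO and 100% = nicardipine control wells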
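Read-out basis: Efflux inhibition in percent versus controls | Test system: ABCG2 IgMXP3 and barcoded ABCB1 CCRF-Adr cell mix | Quantity: 3 million cells/mL in well | Schedule: 10 min at 25 °C | Control set: Nicardipine as high control, DMSO as low control | Reagent: JC-1 as fluorescent efflux pump substrate | Signal: Flow cytometry of retained JC-1 fluorescence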
* = called active by the depositor; ? = inconclusive; / = not tested or not shown. Rule as the data show it, unless noted: active = inhibition above about 40%.

SMILES	RGS7-Gao	RGS8-Gao reg	Bim-Bfl-1	ABCB1 inh	Bcl-XL Bim block	Bcl-W Bim block	Mcl-1 Bim block	Bcl-B Bim block	RGS4-Gao reg	Bcl-2 Bim block	ABCG2 inh
O=C(CCc1nnc(C2CCCCC2)o1)NCc1cccc(-n2cccn2)c1	98	100	-7	0.0	-11	-6	-7	-11	99	-10	1
COc1ccc(OC)c(NC(=O)c2cc3c(Cl)nc4ccccc4c3s2)c1	99	104	0	-0.6	-5	-4	-6	-5	98	2	-4
CC(=O)c1cccc(NC(=O)N2CCc3ccccc3C2)c1	98	101	-2	2.0	-7	-7	-5	-7	101	-2	11
Cc1ccc(S(=O)(=O)N2c3ccccc3NC(=O)C2CC(=O)Nc2ccccc2)cc1 (stereo not drawn)	104	101	-6	0.9	0	3	2	-2	105	-6	24
Cc1occc1C(=O)Nc1cccc(C(=O)NCc2ccccc2)c1	98	101	-2	0.1	-1	-1	-4	-5	98	0	1
O=c1c2sccc2nc(SCc2cc(=O)n3cc(Br)ccc3n2)n1Cc1ccccn1	103	103	4	-1.1	0	-2	-1	1	105	1	-2
Cc1ccc(S(=O)(=O)Cc2nc3ccccc3c(=O)[nH]2)cc1	103	99	-2	0.1	2	3	2	-1	99	1	2
CCOC(=O)N1CCC(NC(=O)c2cc(S(=O)(=O)N(CC)CC)ccc2F)CC1	104	101	-14	0.3	-1	0	-1	-7	104	-11	1
Cc1cc(C)cc(C(=O)NCC(=O)OCC(=O)Nc2ccc(C)cc2Br)c1	99	97	-6	1.5	-6	-5	-3	-3	101	-2	4
COc1ccc(C(=O)CSc2nc(C)cc(=O)[nH]2)cc1	115	112	-8	-5.0	-7	0	1	-1	119	-1	-6
Cc1ccccc1-c1ncc(CN2CCC(CO)(CCCc3ccccc3)CC2)cn1	101	102	-7	2.5	-6	-3	-5	-4	100	-3	5
CCCCn1c(=O)c(C(=O)OCC)c(O)c2ccccc21	99	100	-2	1.0	-3	0	-5	-1	97	-3	4
CC(=O)C1C(c2cn(-c3ccccc3)nc2-c2cccs2)NC(=O)NC1(O)C(F)(F)F (stereo not drawn)	103	98	-13	1.7	-16	-2	-2	-10	99	-8	11
CC(C)CC(NC(=O)C1CCC(C)CC1)C(=O)Nc1cccnc1 (stereo not drawn)	101	98	-13	0.8	-3	-1	0	-9	99	-10	9
O=C(NCc1ccccc1Cl)C1CCCO1 (stereo not drawn)	97	94	-6	0.2	2	2	1	-1	94	-3	1

The last 3 entries of the section before are carried over, then new ones follow.
SMILES	RGS7-Gao	RGS8-Gao reg	Bim-Bfl-1	ABCB1 inh	Bcl-XL Bim block	Bcl-W Bim block	Mcl-1 Bim block	Bcl-B Bim block	RGS4-Gao reg	Bcl-2 Bim block	ABCG2 inh
CC(=O)C1C(c2cn(-c3ccccc3)nc2-c2cccs2)NC(=O)NC1(O)C(F)(F)F (stereo not drawn)	103	98	-13	1.7	-16	-2	-2	-10	99	-8	11
CC(C)CC(NC(=O)C1CCC(C)CC1)C(=O)Nc1cccnc1 (stereo not drawn)	101	98	-13	0.8	-3	-1	0	-9	99	-10	9
O=C(NCc1ccccc1Cl)C1CCCO1 (stereo not drawn)	97	94	-6	0.2	2	2	1	-1	94	-3	1
CC(C)NC(=O)c1cc2cc(Br)ccc2oc1=O	99	100	-9	-3.3	-4	-3	-1	-9	94	-13	0
COc1ccccc1N1CCN(C(=O)c2cc(-c3ccc4c(c3)OCO4)on2)CC1	101	97	-12	0.7	-6	-2	-3	-7	101	-12	26
CCOC(=O)C1CCCN(c2nc3ccccc3nc2C(C#N)C(=O)OC(C)C)C1 (stereo not drawn)	105	107	5	-0.5	2	4	0	1	103	7	-6
COc1ccc(-c2nnc3c4ccccc4c(C)nn23)cc1S(=O)(=O)N1CCN(CCO)CC1	101	101	-15	0.3	-4	-2	-3	-1	100	-6	17
CCn1cc(S(=O)(=O)Nc2ccc3c(c2)OCCO3)cn1	105	100	5	0.8	2	-2	-3	-1	99	0	2
c1ccc(CN2CCOCCOCCOCCOCCOCCOCC2)cc1	94	101	-7	2.5	-6	-4	-1	-3	96	-4	3
CCOC(=O)c1ccc(N2Cc3ccccc3C2=N)cc1	105	102	-16	0.3	-8	0	0	-8	100	-8	18
O=C(NCCc1ccccc1)c1nc2nc(-c3cccs3)cc(C(F)(F)F)n2n1	105	105	4	0.3	-2	1	-1	-9	107	4	1
CC(OC(=O)/C=C/c1cccs1)C(=O)Nc1ccc(S(N)(=O)=O)cc1 (stereo not drawn)	?	101	-5	1.3	0	-1	-2	-2	101	-3	3
O=C(Nc1ccc(Cl)cn1)c1ccccc1[N+](=O)[O-]	96	98	-1	0.4	-2	0	-2	-12	100	-1	6
O=C(CNS(=O)(=O)c1ccc(Br)cc1)OCc1cc(=O)n2cc(Br)ccc2n1	92	98	-11	0.2	-20	-19	-26	-3	90	-3	-2
O=C(COc1cccnc1[N+](=O)[O-])N1CCN(C(=O)c2ccco2)CC1	?	99	-2	-0.1	0	0	1	0	100	0	-1
Cc1cc(C)c(NC(=O)c2ccccc2CCc2ccccc2)c(C)c1	101	100	-2	0.5	-3	-2	-1	-3	101	0	1
Cc1ccc(C(=O)NC2CCCCC2)cc1	102	102	-3	0.6	-5	-4	-5	-1	102	-6	3
CCOc1c(OC(C)=O)ccc(/C=C/c2ccc3cccc(OC)c3n2)c1[N+](=O)[O-]	99	102	1	-0.2	-1	2	0	0	101	0	-1
COC(=O)c1sccc1NC(=O)c1csc(C)c1	94	101	-4	0.5	-1	-2	-2	-3	92	-4	10
COc1ccc(N2C(=O)C(Cl)=C(N3CCCC(C)C3)C2=O)cc1 (stereo not drawn)	108	103	0	0.7	0	0	0	-5	109	0	3
Cc1ccc(-c2nnc(SCC(=O)N3CCCc4ccccc43)n2N)cc1	99	96	-9	0.6	-6	2	-1	-7	100	-5	2
CCCCNC(=O)CCn1c(=O)c2ccccc2n(Cc2ccc(Cl)cc2)c1=O	98	94	0	1.2	-5	-3	1	-5	98	-2	4
O=C1c2cnc3nc(SCc4ccc(Cl)cc4)nn3c2CC2c3ccccc3CCN12 (stereo not drawn)	99	101	-15	7.4	-7	1	1	-8	101	-9	42
Cc1ccc(C(=O)N2NC(c3ccc(F)cc3)C3C(=O)N(c4ccc(C)c(C)c4)C(=O)C32)cc1 (stereo not drawn)	/	/	-3	2.3	-2	-1	-2	-11	/	0	7
Cc1cccc(C)c1NC(=S)Nc1ccccc1C(=O)NCc1ccco1	100	103	2	0.8	-5	-6	-5	-12	103	-3	9
CCCOc1ccc(-c2cc(C(F)(F)F)c(C#N)c(SCC(=O)O)n2)cc1	102	99	-3	-0.5	-1	-2	19	7	104	1	2
O=C(CCCC(=O)OCC(Cl)=C(Cl)Cl)Nc1ccc(F)cc1	115	115	-18	0.3	-5	-3	-6	-11	112	-6	3
CC(=O)c1c(O)cc(=O)n(-c2ccccc2)c1-c1ccc(C)cc1	100	102	-1	0.2	0	0	1	-2	99	-1	0
CC(C)OCCCNC(=O)Cc1ccc(F)cc1	95	101	-5	0.1	-4	-1	-3	-3	94	-2	-1
O=C(NC(=S)Nc1cccnc1)c1cccs1	95	99	-7	-0.2	-3	-3	-4	-4	100	-4	3
COc1ccc(COC(=O)c2nc3nc(C)cc(C)n3n2)cc1F	106	105	-4	0.4	-3	-1	0	-7	97	-4	3
COc1ccc(-c2c(NC(=O)C(C)C)n(C)c3ccccc3c2=O)cc1	100	104	-9	0.2	-4	0	2	-3	99	-2	1
Cc1cccc(N=C2N=C(N)c3ccccc32)c1	105	103	-3	0.3	-4	-1	-1	-2	104	-4	1
CCOC(=O)Nc1ccc(OC)cc1S(=O)(=O)N1CCCCC1	101	99	-3	0.8	-4	-6	0	-4	100	-1	4
CC1(C)CC(=O)C2=C(C1)NC(=O)CC2C(=O)NCc1ccc(F)cc1 (stereo not drawn)	86	89	-10	0.1	-2	1	-1	-7	90	-6	1
COc1ccc(CNC(=O)CN2CCC(C(=O)c3ccc(OC)cc3)CC2)cc1	100	101	-6	0.8	-1	0	-1	0	100	-5	2
Cc1cc(-c2nnc(SCc3cccnc3)o2)no1	100	102	-11	-0.4	0	-4	-3	-13	102	-7	0
Cc1ccc(C(=O)NCCN(C)C)c(C)c1	103	102	-10	0.0	-5	5	0	-6	99	-6	0
Cc1cccc(NC(=O)c2cc(S(=O)(=O)c3ccccc3)ccc2Cl)c1	106	102	-11	0.5	-7	-5	-3	-5	106	-7	1
CSc1nncc(/C(C)=N/O)n1	98	95	1	0.8	-5	-3	-6	-6	96	-2	16
Cc1ccc(NC(=O)CSc2nnc(Cn3cnc4ccccc43)o2)c(C)c1	100	106	-3	0.1	-4	-5	-3	-1	103	-4	0
CCN(CC)S(=O)(=O)c1ccc(C(=O)NC(C)(C)C)cc1	108	105	-1	-0.1	0	-4	0	0	107	-1	0
COCCNc1nc(SCc2ccccc2)nc2sc3c(c12)CCC3	100	97	1	1.0	1	1	0	-2	98	0	6
Cc1ccc(/C=C2\SC(=S)N(c3c(C)n(C)n(-c4ccccc4)c3=O)C2=O)cc1	97	95	-9	0.2	-3	1	0	-3	93	-9	0
CC(=O)Nc1ccc(Nc2cc(C)nc3c(-c4ccccc4)cnn23)cc1	95	100	-17	1.0	-9	-4	-4	-9	100	-7	4
O=C(Cc1ccccc1F)NCC(c1ccco1)N1CCCCC1 (stereo not drawn)	95	92	-6	0.0	-5	-3	-1	-4	96	-5	0
O=c1cc(-c2ccccc2)[nH]n1-c1ccc([N+](=O)[O-])cc1	97	97	-7	-0.1	0	2	1	-3	100	-6	1
COCC(=O)Nc1cc(C)c2c(=O)oc3ccccc3c2n1	106	107	6	1.0	2	0	-2	4	104	0	9
Cc1ccc(S(=O)(=O)Cc2ccc(C(=O)N3CCN(c4ccccn4)CC3)o2)cc1	97	101	-15	1.0	-4	-1	0	-10	99	-8	1
Cc1ccnc(NC(=O)CCC(=O)N(CC(=O)NCCc2ccccc2)Cc2cccs2)c1	?	100	-2	-0.3	-2	-1	0	-2	99	-1	0
CC1(C)CC(=O)CC(=Nc2ccc(C(=O)O)cc2)C1	106	106	-12	-0.2	-1	-5	-2	-6	104	-7	-1
COCc1cc(C)nc(NC2CCCCC2)c1C#N	101	102	-11	0.4	-5	1	-1	-7	102	-8	3
COc1ccc(/C=C/c2nnc(NC(=O)COc3ccc(C)cc3)s2)cc1	96	101	-9	-0.4	-6	-2	-1	-7	99	-6	-1
